POLK inh: inhibitors of human DNA polymerase kappa | purified Pol kappa, fluorescent DNA synthesis assay, 10 min | Potency, µM (highest dose often 107 µM), for the others: at the highest dose activity, negative = inhibition, most hits filed as inhibitors | 400,000 tested, 0.53% active | AID 588579; note: % is set by controls: 0 for no effect and ±100 for the full control effect
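First, compounds were pin-transferred onto 10 nM Pol kappa. After 15 min at room temperature, substrate was added to 50 nM final. Fluorescence was then measured kinetically at 0 and 10 min.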
APEX1 inh: inhibitors of human APE1 endonuclease; P27695; recombinant APE1, TAMRA/BHQ-2 abasic DNA cleavage fluorescence; Potency, µM (titrated, usually from 65.8 µM), without a hit: at the top dose activity change, negative = inhibition, usual class: inhibitors; 350,000 tested, 0.35% active; AID 2517;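 note: plate controls were vehicle for no effect and reference inhibitor for full effect; nearly all actives have a fitted effect of over 55% in size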
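Endonuclease cleavage of a quenched abasic-site DNA duplex (50 nM) by APE1 (0.75 nM) was tracked by TAMRA dequenching. Compounds were preincubated with enzyme 15 min at room temperature; data normalized to buffer-only and DMSO wells plus NSC13755 control.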
JMJD2A Tudor inh: inhibitors of human JMJD2A Tudor domain | O75164 | AlphaScreen JMJD2A-Tudor / H3K4me3 peptide binding | Potency, µM (titrated, usually from 114 µM), without a hit: at the highest dose activity change, negative = inhibition, most hits filed as inhibitors | 390,000 tested, 4.4% active | AID 504339; note: % is set by controls: 0 for no effect and ±100 for the full control effect; nearly all actives have a fitted effect of over 50% in size
Target sequence (O75164 whole entry, looked up, the tested form may be a part): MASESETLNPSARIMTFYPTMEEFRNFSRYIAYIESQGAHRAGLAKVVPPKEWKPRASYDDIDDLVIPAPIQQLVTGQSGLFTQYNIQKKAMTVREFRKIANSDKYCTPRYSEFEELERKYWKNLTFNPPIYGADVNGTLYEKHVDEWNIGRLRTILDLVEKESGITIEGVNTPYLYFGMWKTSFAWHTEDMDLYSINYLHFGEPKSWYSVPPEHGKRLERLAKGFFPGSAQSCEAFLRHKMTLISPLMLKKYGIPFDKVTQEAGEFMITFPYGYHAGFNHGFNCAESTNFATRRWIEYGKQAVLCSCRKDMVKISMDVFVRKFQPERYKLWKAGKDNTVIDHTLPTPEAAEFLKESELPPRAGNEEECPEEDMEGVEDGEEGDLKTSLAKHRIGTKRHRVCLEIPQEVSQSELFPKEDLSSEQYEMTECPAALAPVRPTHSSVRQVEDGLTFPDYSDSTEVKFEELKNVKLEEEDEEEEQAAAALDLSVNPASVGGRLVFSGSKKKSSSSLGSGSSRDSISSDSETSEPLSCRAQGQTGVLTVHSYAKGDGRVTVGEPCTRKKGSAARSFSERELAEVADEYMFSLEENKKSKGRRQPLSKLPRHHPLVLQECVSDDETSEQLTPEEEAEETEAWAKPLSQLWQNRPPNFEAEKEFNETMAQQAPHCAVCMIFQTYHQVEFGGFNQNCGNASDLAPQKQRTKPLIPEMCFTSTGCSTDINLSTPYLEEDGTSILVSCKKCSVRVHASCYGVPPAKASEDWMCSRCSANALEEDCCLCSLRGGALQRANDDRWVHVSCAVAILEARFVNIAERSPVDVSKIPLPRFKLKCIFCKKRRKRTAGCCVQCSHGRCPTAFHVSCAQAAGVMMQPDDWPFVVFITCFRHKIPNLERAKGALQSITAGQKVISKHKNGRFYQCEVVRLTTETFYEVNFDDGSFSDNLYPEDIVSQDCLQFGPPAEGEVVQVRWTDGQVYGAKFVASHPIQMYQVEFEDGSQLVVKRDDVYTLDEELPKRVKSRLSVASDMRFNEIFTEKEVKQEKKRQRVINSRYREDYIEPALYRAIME
POLI inh: DNA polymerase iota (human) inhibition | Q9UNA4 | Pol iota fluorescent replication assay, 10 min | Potency, µM (series often up to 115 µM), for the others: at the top dose activity, negative = inhibition, usual class: inhibitors | 390,000 tested, 1% active | AID 588590
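Fluorescent replication assay read twice, at 0 min and 10 min after adding 50 nM (final) substrate. Enzyme (10 nM) and compounds were first incubated 15 min at room temperature; enzyme-free buffer wells were negative controls.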
POLB inh: blocks human DNA polymerase beta activity | P06746 | Pol beta primer extension/strand displacement, fluorescence kinetic | Potency, µM (highest dose often 114 µM), without a hit: at the top dose activity change, negative = inhibition, actives largely listed as inhibitors | 340,000 tested, 1.3% active | AID 485314; note: % is set by controls: 0 for no effect and ±100 for the full control effect
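Kinetic readout of DNA synthesis with strand displacement by Pol beta. Compound and 10 nM enzyme sit 15 min at room temperature; 50 nM substrate starts the reaction, read immediately and at 10 min.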
POLH inh: inhibitors of human DNA polymerase eta. Q9Y253. recombinant Pol eta, fluorescent DNA replication assay. Potency, µM (highest dose often 114 µM), without a hit: at the top dose activity change, negative = inhibition, usual class: inhibitors. 390,000 tested, 1.2% active. AID 588591; note: % is set by controls: 0 for no effect and ±100 for the full control effect
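Fluorescent replication assay: 50 nM final substrate added after a 15 min room-temperature compound preincubation with 10 nM enzyme. Signal taken at 0 min and again at 10 min.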
G9a inh: G9a (human) methyltransferase inhibition; G9a H3K9 monomethylation, AlphaScreen, 2 h; Potency, µM (series often up to 102 µM), without a hit: top-dose activity, negative = inhibition, actives largely listed as inhibitors; 350,000 tested, 8.8% active; AID 504332; note: % is set by controls: 0 for no effect and ±100 for the full control effect; nearly all actives have a fitted effect of over 75% in size
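Signal arises when biotinylated H3K9 peptide, once monomethylated, bridges streptavidin donor and antibody-captured acceptor beads. Enzyme at 20 nM was preincubated 15 min with test compounds; peptide 500 nM and SAM 20 uM then reacted for 2 h.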
BLM inh: inhibitors of human Bloom syndrome helicase BLM. recombinant BLM DNA unwinding, fluorescence dequenching. 350,000 tested, 0.2% active. Potency, µM (titrated, usually from 56.1 µM), for the others: top-dose activity change, negative = inhibition, most hits filed as inhibitors. AID 2528;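 note: plate controls were vehicle for no effect and no enzyme for full effect; nearly all actives have a fitted effect of over 35% in size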
BAZ2B inh: blocks human BAZ2B | Q9UIF8 | AlphaScreen BAZ2B-H3K14Ac peptide displacement | Potency, µM (top dose mostly 114 µM), for inactives: at the top dose activity change, negative = inhibition, actives largely listed as inhibitors | 360,000 tested, 4.4% active; note: % is set by controls: 0 for no effect and ±100 for the full control effect; nearly all actives have a fitted effect of over 60% in size
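In this displacement format the biotinylated H3(5-23) peptide acetylated at Lys14 serves as ligand at 50 nM, with BAZ2B at 50 nM in PBS pH 7.4 containing 0.01% Tween-20. Donor and acceptor beads are 10 ug/mL final.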
* marks the source's active call; other numbers are inactive results; ? = inconclusive; . = no result given; [ ] = remark or other dose. Calls come from the whole dose curve; as a rule, active = well fitted curve in the direction sought with a large enough effect; inconclusive = small, poorly fitted or top-dose-only effect, or another doubt; inactive = no such curve, though single readings can be large; an effect the other way counts as inactive or inconclusive. Potency is the fitted concentration of half-maximal effect.

SMILES	POLK inh	APEX1 inh	JMJD2A Tudor inh	POLI inh	POLB inh	POLH inh	G9a inh	BLM inh	BAZ2B inh
CCOc1ccccc1NC(=O)c1c(NC(=O)COc2ccc(Cl)cc2)sc2c1CCCCC2	-9%	.	-23%	-6%	21%	-12%	-34%[59 µM]	-3%	?
COC(=O)c1ccc(CN2C(=O)NC(CC(C)C)C2=O)cc1 (stereo not given)	-4%	13%	-2%	2%	-2%	-17%	5%	0%	-9%
Cn1c(N=NC(=O)c2ccccc2)c(O)c2ccccc21	-16%	-10%	32µM*	182%[activator]	3%	-28%	?	-17%	22µM*
COC(=O)c1[nH]c2ccccc2c1NC(=O)CN1CCCCCC1	-5%	-2%	-14%	17%	-15%	-11%	?	5%	-38%
Oc1ccc2ccccc2c1C=Nc1ccccc1-c1nc2ccccc2[nH]1	-16%	-6%	?	?	0%	-14%	7.1µM*	-6%	2%
CC(=O)N/C(=C\c1cccs1)C(=O)O	-4%	-1%	-17%[11.4 µM]	53%[activator]	-1%	-21%	?	2%	3%
CN(C)c1ccc(/C=C2/NC(=O)NC2=O)cc1	1%	11%	-17%	32%[activator]	35%	-23%	14%[59 µM]	3%	-11%
Cc1ccc(S(=O)(=O)N2CCN(CCOc3cccc(C)c3)CC2)cc1	-17%	24%	-1%	?	.	-4%	5%[2.33 µM]	.	3%
O=C(COc1cc2oc(=O)c3c(c2cc1Cl)CCC3)NCCCN1CCOCC1	10%	57%	-6%	42%[activator]	-1%	-9%	15%	26%	-16%
Cc1cc(-c2ccc(S(=O)(=O)N3CCN(c4cccc(C(F)(F)F)c4)CC3)s2)on1	-12%	-10%	-3%	5%	6%	-9%	-4%	-4%	-11%
CCC(C)NC(=O)CCSc1nc(-c2ccc(OC)cc2)cc(C(F)(F)F)n1 (stereo not given)	11%	.	-2%	21%	-17%	-12%	21%[59 µM]	1%	8%
Cc1ccc2nc(Cc3ccc(N)cc3)oc2c1	-12%	-1%	-22%	?	21%	2%	0%	1%	-1%
O=C(Cc1cccs1)Nc1cccc(C(=O)Nc2ccc(C(=O)O)cc2)c1	-11%	-5%	-13%[11.4 µM]	33%[activator]	-4%	14%	12%[59 µM]	-6%	-34%
COCc1cc(O)c(O)c(O)c1-c1c(COC)cc(O)c(O)c1O	0.21µM*	0.18µM*	.	2.8µM*	.	.	1µM*	-2%	.
CCCCn1cnc2c(SCc3ccc(Cl)cc3)nc(N)nc21	-6%	.	-13%	34%[activator]	.	-25%	.	.	.
CCOc1ccc(-c2cc(NC(=O)Cn3ncc4c3-c3ccccc3OC4)on2)cc1OCC	-3%	2%	-17%	36%[activator]	-25%	-12%	-18%	?	37%[activator]
Cc1ccc(C)c(C(=O)CSc2nnnn2-c2cccnc2)c1	-5%	-4%	0%[11.4 µM]	2%	?	-8%	-33%[12.7 µM]	-2%	-26%
O=C(Nc1nnc(Cc2ccc([N+](=O)[O-])cc2)s1)Nc1ccccc1F	4%	-2%	1%	-17%	10%	-7%	6%[0.501 µM]	-2%	3%
Cc1ccc(S(=O)(=O)N2[C@@H](c3ccc(C(C)(C)C)cc3)C(C(=O)O)=CC[C@H]2c2ccc3c(c2)OCO3)cc1	-25%	-7%	?	-4%	.	-16%	.	.	.
Cc1cccc(NC(=S)NC(=O)c2ccco2)c1C	2%	22%	-1%	19%	0%	-10%	?	-2%	-25%
COc1ccc(CCNC(=O)c2cccc3c2C(=O)N(C2CCCCC2)C3)cc1OC	-10%	-23%	-29%	15%	17%	-16%	-7%	-2%	?
CC(=O)Nc1ccc(NC(=O)CSc2nnc3ccc(-c4ccc(F)cc4)nn23)cc1	-17%	22%	7%	-8%	21%	-18%	-2%	-3%	-8%
Cc1c(NC(=O)c2ccc3nsnc3c2)cccc1[N+](=O)[O-]	?	4%	-36%	25µM*	15%	2%	20%	-4%	0%
O=C(Nc1cc([N+](=O)[O-])ccc1O)c1cccc([N+](=O)[O-])c1	-4%	35%	-20%	5%	-17%	-6%	-64%	-8%	-36%
CCN(CC)S(=O)(=O)c1cccc(-c2n[nH]c(=S)n2CC(C)C)c1	-12%	?	10µM*	40%[activator]	-2%	-19%	3.2µM*	-2%	5%
COC(=O)c1ccc(C2NC(C(=O)O)CS2)cc1 (stereo not given)	0%	0%	6.3µM*	?	32%	3%	3.5µM*	-2%	?
Cc1ccc(S(=O)(=O)N(C)CC(=O)N2CCCC2)cc1	-13%	-5%	-3%	12%	-1%	-10%	-32%[59 µM]	2%	-3%
Cc1cc(-n2c(C)cc(C(=O)CSc3ccccn3)c2C)no1	-2%	14%	-27%	17%	.	-10%	.	.	.
CCn1c(SCC(=O)Nc2cc(S(=O)(=O)N3CCOCC3)ccc2OC)nnc1-c1ccncc1	1%	0%	-20%	-5%	-19%	-9%	2%[59 µM]	-7%	-14%
Cc1cc(SCC(=O)N2CCCC2)nc2ccccc12	-5%	-4%	-2%	-1%	16%	-7%	4%	-1%	-6%

Reformatted bar-delimited: four of the compounds above
Structure | POLK inh | APEX1 inh | JMJD2A Tudor inh | POLI inh | POLB inh | POLH inh | G9a inh | BLM inh | BAZ2B inh
Cc1c(NC(=O)c2ccc3nsnc3c2)cccc1[N+](=O)[O-] | ? | 4% | -36% | 25µM* | 15% | 2% | 20% | -4% | 0%
O=C(Nc1cc([N+](=O)[O-])ccc1O)c1cccc([N+](=O)[O-])c1 | -4% | 35% | -20% | 5% | -17% | -6% | -64% | -8% | -36%
CCN(CC)S(=O)(=O)c1cccc(-c2n[nH]c(=S)n2CC(C)C)c1 | -12% | ? | 10µM* | 40%[activator] | -2% | -19% | 3.2µM* | -2% | 5%
COC(=O)c1ccc(C2NC(C(=O)O)CS2)cc1 (stereo not given) | 0% | 0% | 6.3µM* | ? | 32% | 3% | 3.5µM* | -2% | ?

(more compounds)
SMILES	POLK inh	APEX1 inh	JMJD2A Tudor inh	POLI inh	POLB inh	POLH inh	G9a inh	BLM inh	BAZ2B inh
CCC(C)NC(=O)C1(NC(=O)Nc2ccccc2)CCCCC1 (stereo not given)	1%	-2%	18µM*	7%	2%	-8%	7%	2%	-4%
Cc1[nH]c2ccc(F)cc2c1CCN(Cc1ccco1)C(=S)NC(C)(C)C	10%	?	?	-17%	-3%	-13%	?	0%	.
CN(C)c1ccc(C(=O)c2ccccc2C(=O)O)cc1[N+](=O)[O-]	-3%	-1%	-11%	?	-16%	-5%	?	0%	-24%
CCOc1ccc(C(=O)NNC2CC(=O)N(Cc3ccc(Cl)cc3)C2=O)cc1OC (stereo not given)	-24%	-2%	?	94%[activator]	-22%	-6%	-43%	-13%	-33%
CN1CCN(C(=O)CN(C2CCCCC2)S(=O)(=O)c2ccc(Br)cc2)CC1	-10%	10%	-1%	5%	31%	-19%	-5%	-1%	-3%
Cc1cc(=O)[nH]c(SCC(=O)c2ccc3c(c2)NC(=O)CO3)n1	8%	1%	-18%	?	1%	-14%	-39%[59 µM]	1%	-3%
CCOCCCn1c(=NC(C)=O)c(C#N)cc2c(=O)n3ccccc3nc21	1%	-5%	-19%	20%	-14%	-13%	.	-4%	3%
O=C(COC(=O)c1ccco1)c1ccc(Cl)cc1	6%	5%	4%	-20%	3%	-4%	9%	0%	-4%
COc1cc2c(cc1OC)C(c1ccc(OC)c(OC)c1OC)CC(=O)N2 (stereo not given)	19%	13%	-5%	2%	3%	-11%	2%	-2%	-4%
COC(=O)Cc1c(O)ccn(Cc2ccc(OC)c(OC)c2)c1=O	-15%	3%	-11%	130%[activator]	-3%	-8%	-2%	-3%	-14%

5 consecutive entries from above, quoted:
SMILES	POLK inh	APEX1 inh	JMJD2A Tudor inh	POLI inh	POLB inh	POLH inh	G9a inh	BLM inh	BAZ2B inh
CCC(C)NC(=O)C1(NC(=O)Nc2ccccc2)CCCCC1 (stereo not given)	1%	-2%	18µM*	7%	2%	-8%	7%	2%	-4%
Cc1[nH]c2ccc(F)cc2c1CCN(Cc1ccco1)C(=S)NC(C)(C)C	10%	?	?	-17%	-3%	-13%	?	0%	.
CN(C)c1ccc(C(=O)c2ccccc2C(=O)O)cc1[N+](=O)[O-]	-3%	-1%	-11%	?	-16%	-5%	?	0%	-24%
CCOc1ccc(C(=O)NNC2CC(=O)N(Cc3ccc(Cl)cc3)C2=O)cc1OC (stereo not given)	-24%	-2%	?	94%[activator]	-22%	-6%	-43%	-13%	-33%
CN1CCN(C(=O)CN(C2CCCCC2)S(=O)(=O)c2ccc(Br)cc2)CC1	-10%	10%	-1%	5%	31%	-19%	-5%	-1%	-3%

Next section
SMILES	POLK inh	APEX1 inh	JMJD2A Tudor inh	POLI inh	POLB inh	POLH inh	G9a inh	BLM inh	BAZ2B inh
COc1cc(C(=O)NCC(c2cccs2)N(C)C)cc(Cl)c1OC(C)C (stereo not given)	-1%	1%	-18%	25%	3%	-9%	19%[59 µM]	1%	-1%
CCC(C)N(C(=O)Cn1c(Cl)nc2c1c(=O)n(C)c(=O)n2C)C1CCS(=O)(=O)C1 (stereo not given)	-12%	-5%	-14%	-9%	76%	-5%	.	-3%	-5%
CC(O)(CS(=O)(=O)Cc1cccc(C(F)(F)F)c1)C(=O)Nc1cccc(C(F)(F)F)c1 (stereo not given)	-10%	1%	-19%	29%	-5%	-13%	14%	-7%	2%
CC(=O)c1ccc(OCC(=O)OCC(=O)Nc2sccc2C(N)=O)cc1	-3%	9%	1%	-12%	.	-14%	10%[12.7 µM]	.	4%
Cc1cc(C)c(Cn2c3ccccc3c3cnn(CC(=O)N4CCCCC4)c(=O)c32)c(C)c1	-18%	.	-31%	1%	-28%	-3%	7%[59 µM]	-6%	-9%
COc1ccccc1C(=O)NCCC(=O)Nc1cccc(S(=O)(=O)N2CCCC2)c1	-18%	3%	-21%	-5%	.	-5%	-14%[12.7 µM]	.	1%
CC(=O)N1c2ccc(S(=O)(=O)NCC3CCC(C(=O)NCCC(C)C)CC3)cc2CC1C (stereo not given)	2%	.	9%	-20%	-2%	-6%	9%[59 µM]	-1%	-1%

Some of the compounds tested; the hit share may differ from the screen's.
